Screening results (PubChem BioAssay)
mIAP block = inhibitors of mouse IAP, primary screen, biochemical, luminescence, uHTS; inhibition, % at 10 µM; purified mouse IAP, CDP-Star luminescence, 30 min; 0.2% of 330,000 active; intestinal alkaline phosphatase [Mus musculus]; AID 2806, 2010;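 active = inhibition of at least 40% at 10 µM in the primary screen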;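 note: plate controls were DMSO with enzyme for no effect and no enzyme wells for full effect; values of inactives mirror those of a sister screen read the other way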
A3A deaminase = APOBEC3A ssDNA deaminase inhibitors, primary screen, selectivity assay for APOBEC3G inhibitor project, biochemical, FAM/TAMRA oligo cleavage fluorescence | AID 493011, 2011 | inhibition, % at 20 µM | recombinant A3A, FAM/TAMRA ssDNA deamination fluorescence | 0.41% of 330,000 active | DNA dC->dU-editing enzyme APOBEC-3A (Homo sapiens), P31941;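 active = at least 40% inhibition at 20 µM here, with at most 30% in a related deaminase screen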;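 note: plate controls were A3A with DMSO for no effect and wells lacking A3A enzyme for full effect; some results filed as inactive read as strong as hits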
ATG4B inhibitor = ATG4B protease inhibitors, primary screen, biochemical, fluorescence, uHTS; ATG4B cleavage of LC3-PLA2, NBD-HPC fluorescence, 1 h; inhibition, % at 8.33 µM; 0.51% of 340,000 active; AID 504462, 2011; in the data active = inhibition above about 40%
hIAP block = human IAP inhibitors, primary screen, biochemical, luminescence, uHTS. purified IAP, CDP-Star luminescence, 30 min. 0.12% of 330,000 active. Intestinal-type alkaline phosphatase (Homo sapiens), P09923. inhibition, % at 10 µM;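 active = inhibition reaching a set limit with compound at 10 µM in the primary screen, cut at about 35% in these data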;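 note: plate controls were DMSO wells with enzyme for no effect and no-enzyme buffer wells for full effect; values of inactives mirror those of a sister screen read the other way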
HKDC1 inh = HKDC1 hexokinase inhibitors, primary screen, biochemical, fluorescence, uHTS; Q2TB90; recombinant HKDC1, G6PDH/diaphorase resazurin coupled fluorescence; inhibition, % at 20 µM; 0.16% of 340,000 active; AID 493160, 2011;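 active = inhibition above about 35% when tested at 20 µM, limit read from the data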;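 note: plate controls were DMSO wells with enzyme for no effect and DMSO wells lacking enzyme for full effect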
Target sequence (Q2TB90 whole entry, looked up): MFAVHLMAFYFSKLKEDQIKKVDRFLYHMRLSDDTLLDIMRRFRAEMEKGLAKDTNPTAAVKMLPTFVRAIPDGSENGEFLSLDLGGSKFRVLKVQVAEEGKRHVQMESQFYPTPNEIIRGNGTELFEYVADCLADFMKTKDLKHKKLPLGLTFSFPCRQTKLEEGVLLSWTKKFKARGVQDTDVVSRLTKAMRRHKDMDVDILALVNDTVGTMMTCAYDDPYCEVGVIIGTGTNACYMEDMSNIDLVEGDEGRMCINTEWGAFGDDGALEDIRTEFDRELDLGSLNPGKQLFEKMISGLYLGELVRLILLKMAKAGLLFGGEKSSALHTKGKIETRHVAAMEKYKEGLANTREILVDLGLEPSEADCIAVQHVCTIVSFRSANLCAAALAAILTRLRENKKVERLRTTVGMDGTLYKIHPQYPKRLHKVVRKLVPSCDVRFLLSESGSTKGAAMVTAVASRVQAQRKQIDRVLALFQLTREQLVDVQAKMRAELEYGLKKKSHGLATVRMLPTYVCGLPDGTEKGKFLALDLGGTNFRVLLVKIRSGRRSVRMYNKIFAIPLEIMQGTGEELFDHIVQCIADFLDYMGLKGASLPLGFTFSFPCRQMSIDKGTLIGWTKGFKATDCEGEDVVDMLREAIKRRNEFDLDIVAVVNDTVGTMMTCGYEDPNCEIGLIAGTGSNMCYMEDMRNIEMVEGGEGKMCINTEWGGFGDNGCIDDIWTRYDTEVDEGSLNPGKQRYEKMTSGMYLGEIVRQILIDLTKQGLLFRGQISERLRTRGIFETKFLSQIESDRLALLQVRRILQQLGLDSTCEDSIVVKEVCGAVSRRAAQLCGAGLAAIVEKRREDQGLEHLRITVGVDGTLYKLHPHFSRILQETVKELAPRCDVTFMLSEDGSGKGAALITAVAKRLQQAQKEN
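Assay system – recombinant HKDC1 (HK5) hexokinase enzyme, produced in-house · Input – HKDC1 at 5 µg/mL · Reagent – glucose plus 1 mM ATP as hexokinase substrates · Timing – 90 min reaction incubation at room temperature, dark · Measured by – G6PDH/diaphorase-coupled fluorescence, 1 mM NADP, 100 µM resazurin, 525/613 nm · Benchmarks – DMSO-enzyme wells negative, buffer-substituted wells positive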
hIAP activ = human IAP activators, primary screen, biochemical, luminescence, uHTS; Intestinal-type alkaline phosphatase (Homo sapiens), P09923; purified human IAP, CDP-Star luminescence, 30 min; stronger effect = higher value; 1 = vehicle-only enzyme, 0 = enzyme-free background; activation factor at 10 µM; 0.16% of 330,000 active; AID 2524, 2010;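 active = activation factor of the enzyme at least 2-fold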; note: the source names both 10 and 20 µM as test concentration; values of inactives mirror those of a sister screen read the other way
mIAP act = activators of mouse IAP, primary screen, biochemical, luminescence, uHTS. intestinal alkaline phosphatase [Mus musculus]. muIAP, CDP-Star luminescence, 30 min; stronger effect = higher value; 1 = vehicle-only enzyme signal, 0 = enzyme-free wells. activation factor at 10 µM. 0.24% of 330,000 active. AID 2805, 2010;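 active = activation factor of at least 2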; note: the source names both 10 and 20 µM as test concentration; values of inactives mirror those of a sister screen read the other way
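System: Mouse IAP enzyme | Also added: CDP-Star substrate | Dosing: Compounds dispensed in DMSO | Schedule: 30 min enzyme-substrate-compound incubation at room temperature | Technique: Chemiluminescence readout | Control set: DMSO-only wells and no-enzyme negative control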
PfG6PD inh = PfG6PD enzyme inhibitors, primary screen, biochemical, fluorescence intensity, uHTS; inhibition, % at 20 µM; 0.78% of 350,000 active; PfGluPho enzyme, NADPH resazurin-diaphorase fluorescence;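 active = inhibition reaching at least a set limit at 20 µM in the primary screen, cut at about 59% in these data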;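 note: 0% = DMSO wells with substrate and 100% = DMSO wells lacking glucose-6-phosphate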
* marks the source's active call; other numbers are inactive results.

Each structure is followed by: mIAP block, A3A deaminase, ATG4B inhibitor, hIAP block, HKDC1 inh, hIAP activ, mIAP act, PfG6PD inh
O=C(CCN1CCc2ccccc2CC1)c1ccc2c(c1)OCCO2
  9, -5, -5, 8, -6, 0.92, 0.91, 20
O=C1c2cccc([N+](=O)[O-])c2C(=O)N1C1CCCCC1
  0, -2, 1, -5, -1, 1.1, 1, 7
CCOc1ccccc1CNS(=O)(=O)c1ccc2[nH]c(=O)sc2c1
  -3, -2, 1, 33, -3, 0.67, 1, -14
CN(CC(O)COC(c1ccccc1)c1ccccc1)C1CCCCC1 (configuration not stated)
  4, -1, -6, -8, 8, 1.1, 0.96, 9
Cc1nnc(SCC(=O)N(C(C)C)C(C)C)[nH]c1=O
  2, 0, -3, -2, -4, 1, 0.97, -2
COc1ccc(CCn2c(=O)c3cccnc3n(Cc3cccc([N+](=O)[O-])c3)c2=O)cc1OC
  10, -2, 1, -2, -6, 1, 0.9, 5
COc1ccc(OC)c(C2CC(=O)N3CN(c4cccc(Cl)c4)CSC3=C2C#N)c1 (configuration not stated)
  6, 0, -24, 7, 3, 0.93, 0.94, 56
COC(=O)c1ccc(CNC(=O)c2ccc(S(=O)(=O)N(C)c3ccccc3OC)cc2)cc1
  -1, -5, -8, 2, 2, 0.98, 1, 2
Cc1ccc(NC(=O)c2ccc3c(c2)nnn3C)cc1
  5, -2, -4, 20, 0, 0.8, 0.95, -5
c1ccc(NCc2nc3ccccc3n2CCOc2ccccc2)cc1
  -7, 2, -8, -5, 17, 1.1, 1.1, 16
CCCCn1c(N)c(N(CCC(C)C)C(=O)C2CCCO2)c(=O)[nH]c1=O (configuration not stated)
  6, -3, 9, -2, -8, 1, 0.94, -13
O=C(CCCCCCN1C(=O)c2ccccc2C1=O)Nc1nccs1
  9, 0, -7, 11, 4, 0.89, 0.91, 11
O=c1c2c3c(sc2nc(NCCO)n1-c1ccccc1)CCCC3
  -6, 0, -1, 0, 3, 1, 1.1, -1
Cc1ccc(-c2nn(CCC(N)=O)c(=O)c3ccccc23)cc1
  -7, 2, -6, 6, 4, 0.94, 1.1, 16
CC1=C(/C=C/C(C)=C/C=C/C(C)=C\C(=O)O)C(C)(C)CCC1
  -4, 1, 30, -5, 0, 1.1, 1, -24
Cc1cccc(C)c1OC1(c2ccccc2)OC(=O)c2ccccc21 (configuration not stated)
  0, 0, 19, -28, -2, 1.3, 1, 15
COc1ccc(OC)c(S(=O)(=O)N2CCC(C(=O)NC3CCCC3)CC2)c1
  6, -4, 4, 7, -3, 0.93, 0.94, -11
Cc1ccc2[nH]c(=O)c3cc(C(=O)N(C)C4CCCCC4)sc3c2c1
  -6, -6, -6, -8, -4, 1.1, 1.1, 3
Cc1cccc(NC(=S)NCC(c2cccnc2)N(C)C)c1 (configuration not stated)
  -2, 0, -8, -16, -12, 1.2, 1, 12
C=CCNC(=S)NNC(=O)c1cccc(Br)c1
  -5, -6, -2, -96, 1, 2, 1, 12
O=c1oc(C2(O)CCCCC2)cc2ccccc12
  -6, -1, -1, -1, -3, 1, 1.1, -7
O=C(O)CC(CC(=O)Nc1ccc(C(=O)O)cc1)c1ccccc1 (configuration not stated)
  0, -4, -3, -4, -2, 1, 1, -2
COc1ccccc1NC(=O)COC(=O)CN1C(=O)C(=O)c2ccccc21
  -6, 2, 9, -23, 6, 1.2, 1.1, 14
CN(CC(=O)Nc1ccc(F)c(F)c1F)C(=O)c1n[nH]c(=O)c2ccccc12
  -7, 1, -64, -3, -4, 1, 1.1, 3
O=C(CN1CCN(Cc2ccccc2)CC1)N/N=C/c1cccnc1
  -1, -3, -8, 22, 1, 0.78, 1, -1
CCOC(=O)c1sc(=S)n(-c2ccc(OC)cc2)c1C
  5, -1, 1, -8, 0, 1.1, 0.95, 7
Nc1nc2c([N+](=O)[O-])cccc2s1
  -3, 1, 0, 2, -6, 0.98, 1, -14
C=CCN(C(=O)OC(C)(C)C)S(=O)(=O)NCc1ccccc1
  -2, -1, 6, 5, 6, 0.95, 1, 2
CCC(C)C(NC(=O)C1CCC(C)CC1)C(=O)NC(C(=O)OC)C(C)C (configuration not stated)
  -2, -5, 2, 1, -9, 0.99, 1, 0
CCOc1ncccc1C(=O)NCc1cccc(OC)c1
  -14, -2, 5, -2, 0, 1, 1.1, -11

Full records, looked up by structure. Values in the order: mIAP block | A3A deaminase | ATG4B inhibitor | hIAP block | HKDC1 inh | hIAP activ | mIAP act | PfG6PD inh
O=C(O)CC(CC(=O)Nc1ccc(C(=O)O)cc1)c1ccccc1 (configuration not stated) is listed as 0 | -4 | -3 | -4 | -2 | 1 | 1 | -2
O=C(CN1CCN(Cc2ccccc2)CC1)N/N=C/c1cccnc1 is listed as -1 | -3 | -8 | 22 | 1 | 0.78 | 1 | -1
C=CCN(C(=O)OC(C)(C)C)S(=O)(=O)NCc1ccccc1 is listed as -2 | -1 | 6 | 5 | 6 | 0.95 | 1 | 2
CCC(C)C(NC(=O)C1CCC(C)CC1)C(=O)NC(C(=O)OC)C(C)C (configuration not stated) is listed as -2 | -5 | 2 | 1 | -9 | 0.99 | 1 | 0

The results go on:
Each structure is followed by: mIAP block, A3A deaminase, ATG4B inhibitor, hIAP block, HKDC1 inh, hIAP activ, mIAP act, PfG6PD inh
CC(=O)Nc1ccc(S(=O)(=O)N(CCO)Cc2ccccc2)cc1
  -3, -1, -14, 9, 3, 0.91, 1, -2
CCOc1ccc2nc(/N=C/c3nc(-c4ccc(Br)cc4)oc3O)sc2c1
  24, -9, -6, 4, -13, 0.95, 0.76, -17
CCc1ccc(OCC2NCCc3cc(OC)c(OC)cc32)cc1 (configuration not stated)
  2, 0, -4, -10, -2, 1.1, 0.98, 3
Cc1cc(C(=O)OCC(=O)NCc2ccc(Cl)cc2)c(C)o1
  0, -2, 1, -17, -5, 1.2, 0.99, -2
Cc1ccc(-c2nc(S(=O)(=O)c3ccccc3)c(SCC(=O)NCC3CCCO3)o2)cc1 (configuration not stated)
  7, 1, -9, -6, -2, 1.1, 0.93, 15
CCCn1c2ccccc2c2nnc(SCC(=O)Nc3ncccn3)nc21
  9, 1, 4, -2, 11, 1, 0.91, 1
CN(Cc1ccccc1)C(=O)c1ccc(NC(=O)Cc2cccc([N+](=O)[O-])c2)cc1
  11, -4, 2, 10, -3, 0.9, 0.89, 4
N#Cc1ccc2ccn(CC(=O)NC3CCCCC3)c2c1
  4, 1, 3, 4, -1, 0.96, 0.96, -1
COC(=O)Nc1nnc(-c2ccc(OC)cc2)s1
  4, -5, -3, -18, -3, 1.2, 0.95, 9
C/C(Cn1nnc([N+](=O)[O-])n1)=N\NC(=O)c1cccc(Cl)c1
  1, -3, -15, -14, 8, 1.1, 0.99, 68*
CCCc1cc2c(=O)c(-c3ccc4c(c3)OCCO4)coc2cc1OS(C)(=O)=O
  3, -2, -9, -3, -3, 1, 0.97, 22
Cc1ccc(CN2CCN(/N=C/c3ccc(O)c(O)c3)CC2)cc1
  20, 8, -7, -27, 3, 1.3, 0.8, 45
CC1CN(c2nc3ccccc3nc2SCC(=O)Nc2cccc(C(F)(F)F)c2)CC(C)O1 (configuration not stated)
  1, -2, 0, 1, 4, 0.99, 0.99, 11
O=C(c1ccccc1)N1CCN(C(=O)c2cc3nc(-c4ccccc4)cc(C(F)(F)F)n3n2)CC1
  1, -3, -21, -2, -2, 1, 0.99, 5
COCCCN(C(=O)c1cc(-c2ccco2)nc2ccccc12)c1c(N)n(Cc2ccccc2)c(=O)[nH]c1=O
  9, 21, -3, -20, 0, 1.2, 0.91, -9
O=C1C2C3C=CC(CC3)C2C(=O)N1c1ccccc1F (configuration not stated)
  3, -3, 14, 9, -2, 0.91, 0.97, -9
CCOC(=O)c1cc(-c2ccc(F)cc2)n(CC(=O)NC(C)CC)c1C (configuration not stated)
  -3, 0, -5, -12, -5, 1.1, 1, 6
Cn1c(CCNC(=O)c2ccccc2Cl)n[nH]c1=S
  3, 0, -10, -1, -5, 1, 0.97, 20
COc1ccc(OC)c(NC(=O)NCc2cccnc2)c1
  -2, -1, 6, 0, -4, 1, 1, -9
CC1CCN(S(=O)(=O)c2ccc3c(c2)c(=O)c(C(=O)NC2CCCC2)cn3C)CC1
  8, -2, -4, 13, -2, 0.87, 0.92, 10
CCC1S/C(=N/N=C/c2ccco2)N(c2ccc(F)cc2)C1=O (configuration not stated)
  -1, 4, -11, -7, -4, 1.1, 1, 5
COc1cccc(-c2noc(CCC(=O)Nc3cccnc3)n2)c1
  -10, 0, -13, -13, -3, 1.1, 1.1, 8
O=C(O)CNc1ccc(S(=O)(=O)C(F)(F)F)cc1[N+](=O)[O-]
  11, -1, -6, -2, 1, 1, 0.89, -5
O=C(c1ccc(-n2cncn2)c([N+](=O)[O-])c1)N1CCN(c2cccc(Cl)c2)CC1
  5, -2, -5, -14, -5, 1.1, 0.95, 9
Cc1cc(OCc2ccc(C(=O)n3cccn3)o2)ccc1Cl
  5, -1, 1, -13, -1, 1.1, 0.95, -9
CCN(CC)S(=O)(=O)c1cccc(NC(=O)COC(=O)c2n[nH]c(=O)c3ccccc23)c1
  0, -4, -18, 5, -3, 0.95, 1, -4
COCCN(C(=S)Nc1ccc(C)c(C)c1)C(C)c1ccco1 (configuration not stated)
  1, 4, -1, -7, -6, 1.1, 0.99, 9
COc1ccc(CCNC(=O)Cn2c(=O)c3cccn3c3cccnc32)c(OC)c1OC
  3, -1, -4, 8, 1, 0.92, 0.97, -4
CCNC(=O)NC(=O)CSc1ccc2ccccc2c1
  5, -2, -6, 8, -5, 0.92, 0.95, -7
Clc1cccc(Cl)c1-c1nnc2cccc(Cl)n12
  7, 2, -9, 12, 2, 0.88, 0.93, -5
CCOc1ccc(C(CC(=O)O)NC(=O)COc2ccccc2)cc1OC (configuration not stated)
  10, -2, 8, -2, -8, 1, 0.91, -19
